DNMT1 block – blocks human DNA methyltransferase DNMT1. AID 588458. inhibition (reported as % activation of signal), % at 10 µM. P26358. DNMT1 molecular beacon, Hinp1I cleavage, fluorescence. actives 0.83% (n = 360,000); in the data active means inhibition above about 50%
SUMO1-SIM PPI – modulators of human SUMO1-mediated protein-protein interactions; P63165; SUMO1 binding to a labelled peptide, TR-FRET, 1 h; inhibition, % at 20 µM; actives 0.33% (n = 360,000); AID 602429; in the data active means inhibition above about 37%
Scp-1 inhibitor – Scp-1 (human) phosphatase inhibition | Q9GZU7 | Recombinant Scp1, phosphopeptide, malachite green phosphate absorbance | inhibition, % at 20 µM | actives 0.88% (n = 340,000) | AID 493091;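 active means inhibition above about 50% at 20 µM, limit read from the data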;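 further: plate controls were DMSO wells with enzyme for no effect and wells lacking enzyme for full effect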
Target sequence (Q9GZU7 76-261 limits assumed): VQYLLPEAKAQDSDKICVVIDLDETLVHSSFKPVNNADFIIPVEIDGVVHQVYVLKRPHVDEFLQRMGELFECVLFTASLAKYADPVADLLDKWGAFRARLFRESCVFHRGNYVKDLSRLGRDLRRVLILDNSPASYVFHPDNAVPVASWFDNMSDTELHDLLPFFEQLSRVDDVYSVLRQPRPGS
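Times: enzyme reaction 45 min at room temperature, colour 5 min, stabilisation 30 min. Material: SCP-1 catalytic fragment, aa 76-261. Medium: Acidic Tris acetate buffer with magnesium and detergent. Signal: colorimetric free-phosphate detection, absorbance 630 nm. Read-out basis: % inhibition of SCP-1 phosphate liberation. Reagent: Phosphorylated 17-residue peptide substrate.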
Rin1-Abl PPI inh – blocks binding of human Rin1 to Abl. TR-FRET Rin1/Abl binding, biochemical. actives 0.4% (n = 360,000). inhibition, % at 7.35 µM; in the data active means inhibition above about 5%, passing the limit was not always enough
LMPTP block – blocks human LMPTP phosphatase; AID 651560; P24666; actives 0.22% (n = 360,000); inhibition, % at 20 µM; recombinant LMPTP-A, OMFP fluorogenic substrate, fluorescence intensity;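 active means compounds that cut the enzyme signal by at least half of the control window in the single-dose screen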;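 further: plate controls were DMSO wells with enzyme plus substrate for no effect and substrate without enzyme for full effect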
Target sequence (P24666 whole entry, looked up): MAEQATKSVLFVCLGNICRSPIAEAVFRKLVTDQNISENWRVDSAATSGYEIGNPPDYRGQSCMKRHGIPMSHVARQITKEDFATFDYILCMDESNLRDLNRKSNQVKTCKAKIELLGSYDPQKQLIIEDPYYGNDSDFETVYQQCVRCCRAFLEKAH
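Assay system: LMPTP-A enzyme. Input: 0.625 nM LMPTP-A final. Probe or stimulus: 400 µM OMFP. Compound dosing: single 20 µM dose. Schedule: 50 min dark incubation at room temperature. Detection: fluorescence intensity of OMFP turnover product. Read-out: percent inhibition versus substrate-only and uninhibited controls. Benchmarks: no-enzyme low control, uninhibited high control.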
NadD block – inhibitors of Staphylococcus aureus NadD; purified NadD enzyme, colorimetric absorbance read-out; inhibition, % at 20 µM; actives 0.78% (n = 360,000); AID 602399; in the data active means inhibition above about 26%; further: some compounds past the cut are filed as inactive
Neddylation inh – blocks human cullin neddylation | P61081+Q13564 | TR-FRET cullin neddylation, biochemical | calls only at 25 µM | actives 0.58% (n = 360,000); in the data active means inhibition above about 36%
CSN deneddyl inh – inhibitors of human CSN-mediated cullin deneddylation | AID 651999 | inhibition, % at 12.5 µM | actives 0.38% (n = 360,000) | Q92905 | Purified CSN, SCF-Nedd8-OG deneddylation, fluorescence polarization;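 active means pattern-corrected inhibition above about 35%, with an unprinted fluorescence ratio check between 0.5 and 1.5, limit read from the data, passing the limit was not always enough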;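 further: 0% = enzyme with substrate and 100% = substrate without enzyme; some results filed as inactive read as strong as hits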
Target sequence (Q92905 whole entry, looked up, one chain of several): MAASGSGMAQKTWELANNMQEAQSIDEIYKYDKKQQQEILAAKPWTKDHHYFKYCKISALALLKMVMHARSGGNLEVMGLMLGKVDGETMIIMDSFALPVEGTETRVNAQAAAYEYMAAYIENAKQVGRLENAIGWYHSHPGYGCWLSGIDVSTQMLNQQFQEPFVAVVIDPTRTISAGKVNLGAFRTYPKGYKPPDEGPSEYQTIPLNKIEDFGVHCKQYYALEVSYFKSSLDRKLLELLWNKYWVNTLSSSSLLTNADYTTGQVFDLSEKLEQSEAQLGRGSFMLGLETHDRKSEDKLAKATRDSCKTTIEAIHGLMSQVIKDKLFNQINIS
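Assay system: purified human Csn5 enzyme expressed in HEK293T cells; measure: % inhibition; also added: SCFSkp2-Nedd8OG substrate at 10 nM final; technique: fluorescence polarization; times: reaction 90 min, room temperature; medium: Tris buffer pH 7.5, NaCl, DTT, Tween-20, trehalose, ovalbumin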
STEP inh – STEP (human) phosphatase inhibition; P54829; recombinant STEP, OMFP fluorogenic substrate, fluorescence; inhibition, % at 20 µM; actives 0.25% (n = 360,000); AID 588621;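 active means inhibition at 20 µM, scaled per plate between control wells, above about 37%, limit read from the data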;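 further: 0% = DMSO with enzyme and substrate and 100% = substrate only without enzyme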
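Test system: STEP tyrosine phosphatase / Reagent: OMFP at 25 µM / Doses: 20 µM, 1% DMSO / Read-out: percent inhibition scaled to no-enzyme and uninhibited-enzyme controls, plate-pattern corrected / Detection: FITC-channel fluorescence of OMFP product / Medium: Bis-Tris buffer pH 6.0, 2.5 mM DTT, 0.005% Tween 20 / Schedule: 20 min at room temperature, dark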
Rpn11 inh – blocks the human proteasome subunit Rpn11. human 26S proteasome, Ub4-pepOG fluorescence polarization; 20S core pre-blocked with epoxomicin. actives 0.59% (n = 360,000). calls only at 20 µM. O00487;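 active means inhibition at 20 µM, scaled to each plate's controls, above about 33%, limit read from the data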
Target sequence (O00487 whole entry, looked up): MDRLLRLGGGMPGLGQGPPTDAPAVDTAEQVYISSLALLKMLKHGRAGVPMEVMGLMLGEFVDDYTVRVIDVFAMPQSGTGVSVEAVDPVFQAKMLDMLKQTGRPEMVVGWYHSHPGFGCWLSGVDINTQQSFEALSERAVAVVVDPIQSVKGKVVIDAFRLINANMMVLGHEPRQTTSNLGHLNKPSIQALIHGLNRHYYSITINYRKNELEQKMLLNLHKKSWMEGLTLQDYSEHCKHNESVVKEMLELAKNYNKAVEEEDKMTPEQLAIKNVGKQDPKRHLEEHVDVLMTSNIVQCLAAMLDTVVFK
The depositor's hits bear a star; i = inactive; / = not tested or not shown; + = active, no number. Compounds were not picked by outcome (roughly 3.8% active in at least one column).

DNMT1 block	SUMO1-SIM PPI	Scp-1 inhibitor	Rin1-Abl PPI inh	LMPTP block	NadD block	Neddylation inh	CSN deneddyl inh	STEP inh	Rpn11 inh	Compound
0.7	-1.5	-4.1	-0.3	0.9	-5.9	i	0.5	-1.5	i	CS(=O)(=O)N(CC(=O)Nc1ccc(S(=O)(=O)N2CCCC2)cc1)c1cccc(F)c1
0.8	-1.4	-1.4	-0.8	-1.6	-3.5	i	-1.7	-0.7	i	CC(NS(=O)(=O)c1ccc(Cl)cc1)C(c1cccs1)N1CCN(C)CC1 (stereo not drawn)
-3.9	-12.7	-26.6	-1.1	1.9	-2.2	i	31.5	2.6	+	CCOc1cc(/C=C2\SC(=S)N(NS(=O)(=O)c3ccc(C)cc3)C2=O)ccc1O
0.6	-18.4	-6.6	-2.4	-1.2	2.8	i	-1.6	-2.0	i	COc1ccccc1/C=C/C=N/NC(=O)c1ccco1
-1.9	1.9	-0.3	1.4	-0.5	0.0	i	2.4	1.1	i	Cc1ccc(C(=O)N/N=C/c2sc(=O)n(Cc3cccc(C(=O)O)c3)c2Cl)cc1
3.5	2.3	-3.3	-1.4	-0.7	-1.3	i	4.3	0.9	i	OC(COc1ccc2ccccc2c1)Cn1cncn1 (stereo not drawn)
-1.6	6.5	-2.3	0.7	-1.3	-4.2	i	-13.2	-1.8	i	Cc1ccccc1C(=O)Nc1c2c(nc3ccccc13)CCCC2
-0.9	-2.9	/	-3.4	-1.6	-3.7	i	-7.1	1.2	i	COCc1cccc(-c2csc(C(O)c3ccc(OC)cc3)n2)c1 (stereo not drawn)

Pulled one by one from above (six):
DNMT1 block	SUMO1-SIM PPI	Scp-1 inhibitor	Rin1-Abl PPI inh	LMPTP block	NadD block	Neddylation inh	CSN deneddyl inh	STEP inh	Rpn11 inh	Compound
-0.9	-2.9	/	-3.4	-1.6	-3.7	i	-7.1	1.2	i	COCc1cccc(-c2csc(C(O)c3ccc(OC)cc3)n2)c1 (stereo not drawn)
0.7	-1.5	-4.1	-0.3	0.9	-5.9	i	0.5	-1.5	i	CS(=O)(=O)N(CC(=O)Nc1ccc(S(=O)(=O)N2CCCC2)cc1)c1cccc(F)c1
3.5	2.3	-3.3	-1.4	-0.7	-1.3	i	4.3	0.9	i	OC(COc1ccc2ccccc2c1)Cn1cncn1 (stereo not drawn)
-1.6	6.5	-2.3	0.7	-1.3	-4.2	i	-13.2	-1.8	i	Cc1ccccc1C(=O)Nc1c2c(nc3ccccc13)CCCC2
-3.9	-12.7	-26.6	-1.1	1.9	-2.2	i	31.5	2.6	+	CCOc1cc(/C=C2\SC(=S)N(NS(=O)(=O)c3ccc(C)cc3)C2=O)ccc1O
0.8	-1.4	-1.4	-0.8	-1.6	-3.5	i	-1.7	-0.7	i	CC(NS(=O)(=O)c1ccc(Cl)cc1)C(c1cccs1)N1CCN(C)CC1 (stereo not drawn)

Going on with the list.
DNMT1 block	SUMO1-SIM PPI	Scp-1 inhibitor	Rin1-Abl PPI inh	LMPTP block	NadD block	Neddylation inh	CSN deneddyl inh	STEP inh	Rpn11 inh	Compound
-0.9	5.4	-6.3	2.0	0.2	0.4	i	-3.5	-3.7	i	CCOc1ccc(NC(C)=O)cc1
1.3	-1.3	17.6	0.3	17.9	9.1	i	0.9	2.8	i	CC1CCN(c2nc(/C=C/c3ccccc3)nc3ccccc23)CC1
0.6	10.4	-8.9	1.7	-1.9	-1.7	i	-0.7	-2.9	i	CCSC1=NCCN1C(=O)c1c(-c2ccccc2Cl)noc1C
3.4	2.5	-10.9	-2.0	-1.7	0.4	i	0.8	-1.1	i	CCN(C[C@H]1N[C@@](C)(C(=O)OC)[C@H]2C(=O)N(C)C(=O)[C@@H]12)S(=O)(=O)c1ccc(-c2ccccc2)cc1
-2.5	-3.1	2.5	-5.9	1.3	-0.9	i	0.8	0.2	i	CCc1c(-c2ccccc2)nc(N)c(C#N)c1-c1cccs1
-1.1	0.5	-5.2	-4.8	-1.4	-3.3	i	-0.8	1.2	i	Cc1nnsc1S(=O)(=O)Cc1ccccc1C(F)(F)F
-5.5	-0.7	5.1	3.1	4.2	-2.1	i	-2.9	0.7	i	CCCCn1ccnc1C(=O)c1cccc(S(=O)(=O)N2CC(C)CC(C)C2)c1 (stereo not drawn)
-3.0	-3.1	0.8	3.9	2.4	3.9	i	1.5	-2.1	i	O=C(CN1CCc2cc3c(cc2C1)OCCCO3)Nc1ccc(S(=O)(=O)N2CCCC2)cc1
3.9	-16.8	-7.0	-2.5	-0.4	-1.3	i	6.5	1.4	i	Cc1ccc(OC(=O)c2ccc(Cl)c([N+](=O)[O-])c2)cn1
0.8	3.6	-7.3	3.0	-1.1	-1.1	i	-2.1	6.0	i	COc1ccc(S(=O)(=O)NNC(N)=S)cc1
2.8	-2.1	-10.4	1.9	-1.2	-1.7	i	-1.1	-3.1	i	CCCCn1c(N)c(N(CCOC)C(=O)c2cc(S(=O)(=O)N3CCOCC3)ccc2Cl)c(=O)[nH]c1=O
5.9	1.1	-13.9	0.9	2.2	0.2	i	2.1	1.3	i	COc1ccc(NC(=O)NC(C(F)(F)F)C(F)(F)F)cc1
-4.3	6.4	-4.8	-2.0	1.7	1.4	i	-1.0	17.6	i	O=C(Nc1nnc(SCCC2OCCO2)s1)C1CC(=O)N(c2ccccc2)C1 (stereo not drawn)
-0.4	4.0	-2.6	1.9	-1.6	-4.9	i	2.1	-3.1	i	O=C(c1ccco1)N1CCN(Cc2nc(Cc3ccccc3)no2)CC1
-4.8	-11.4	-9.1	-0.1	-0.5	-6.7	i	-0.5	-0.2	i	O=C(COc1ccccc1)Nc1nc(-c2cccs2)cs1
-7.7	-3.0	-6.9	0.6	1.6	4.4	i	3.3	3.5	i	COc1ccc2oc(C(=O)OCC(=O)Nc3cccc(S(=O)(=O)N4CCOCC4)c3)c(C)c2c1
-3.3	-27.2	-18.1	5.3	0.2	-5.2	i	4.1	0.6	i	CCOC(=O)c1c[nH]c2ccc([N+](=O)[O-])cc12
-2.1	-4.5	-10.8	-2.2	3.5	5.3	i	1.6	-1.9	i	Cc1nc(-c2ccc(S(=O)(=O)Nc3ccc(Br)cc3Cl)s2)cs1
0.7	-1.6	-10.7	0.1	-2.5	7.3	i	-1.9	-3.9	i	Cc1csc(NC(=O)C2CCCN2C(=O)Oc2ccccc2)n1 (stereo not drawn)
1.6	-7.6	-15.4	-1.7	0.1	-1.9	i	5.1	-2.5	i	Cc1nn2cnc3sc4c(c3c2nc1=O)CCCC4
-3.0	3.6	-5.5	-2.3	-1.9	-4.6	i	-5.3	0.6	i	Cc1ccc(C2SCC(C(=O)O)N2C(=O)c2ccc(F)cc2)cc1 (stereo not drawn)
-0.1	3.0	-2.4	4.8	1.4	-8.6	i	3.9	-2.3	i	Cn1c(COc2ccc(F)cc2)nc2ccccc21
-4.5	-0.5	-14.2	6.1	1.2	-2.9	i	0.8	-3.6	i	Nc1nc(Br)c2c(F)cccc2c1-c1ccccc1
2.7	0.5	-5.0	1.9	-1.3	-1.9	i	0.5	0.2	i	CN(NS(=O)(=O)c1ccc(Cl)cc1)c1cnn(C)c(=O)c1Cl
-2.6	2.2	8.3	-0.2	1.0	-1.1	i	-8.0	1.5	i	CCN(CC)CCN(Cc1cc2cc(C)ccc2[nH]c1=O)C(=S)Nc1ccccc1
2.8	-1.1	5.4	-4.1	1.1	2.7	i	6.5	-3.2	i	FC(F)(F)c1nc2ccccc2nc1N/N=C/c1ccc(Cl)cc1
2.9	0.7	-5.2	1.5	-2.7	-0.1	i	-3.6	2.4	i	O=C(NCCCCNC(=O)C1CCCC1)C1CCCC1
-1.5	-0.2	6.4	2.4	-1.4	6.8	i	6.8	-0.9	i	O=C1CC(C(=O)N(c2ccccc2)C(C(=O)NC2CCCC2)c2ccncc2)CS1 (stereo not drawn)
-2.4	-2.6	/	-0.8	0.0	-4.9	i	-5.0	-2.3	i	CC1(C(=O)NC2CCCC2)CCC(=O)N1CCOc1ccccc1 (stereo not drawn)
0.6	8.6	-0.2	3.4	1.0	4.8	i	-0.1	-0.8	i	C[C@H](CO)N1C[C@H](C)[C@@H](CN(C)S(=O)(=O)c2cccs2)Oc2ccc(NS(=O)(=O)c3ccccc3)cc2C1=O
-3.9	-18.3	-3.0	0.0	-2.2	-0.3	i	0.6	-0.9	i	O=C1C(C=NCc2ccccn2)=C(O)c2ccccc21
0.7	1.4	-1.3	1.4	1.6	-0.3	i	4.2	-0.3	i	CCc1ccc(N(CC(=O)NCc2cccnc2)S(=O)(=O)c2ccccc2)cc1
2.7	0.7	/	2.1	-1.2	4.8	i	1.0	5.9	i	O=C(NCc1cccnc1)C(=O)NCC1OCCCN1S(=O)(=O)c1cc(F)ccc1F (stereo not drawn)
0.8	-0.9	-5.0	-3.1	-1.5	-1.2	i	-1.7	-2.0	i	COC(=O)c1ccccc1NC(=O)Nc1ccc2c(c1)OCO2
1.7	-1.1	-2.0	-0.1	-1.0	5.8	i	-0.8	-0.6	i	COc1cc(C)c(C(N)=O)c(OC)n1
-3.2	-2.3	4.2	1.0	-1.2	12.1	i	2.1	-3.0	i	Cc1onc(-c2ccccc2Cl)c1C(=O)Nc1ccc(-c2nnc3n2CCCCC3)cc1
1.1	0.5	3.0	2.2	-0.3	3.9	i	-5.2	0.4	i	O=C(Nc1ccccc1)C1CCN(C(=O)c2ccccc2)CC1
-27.7	8.6	-15.8	0.6	3.1	22.1	i	-3.7	-1.2	i	O=C(Nc1ccccc1Cc1ccccc1)c1ccccc1NS(=O)(=O)c1ccc(Cl)s1
4.7	1.0	/	1.6	1.1	-0.8	i	2.4	1.6	i	O=C(COC(=O)c1cccc(S(=O)(=O)N2CCCC2)c1)Nc1ccc(Cl)cc1
-0.4	2.5	-2.5	-0.8	-1.5	6.1	i	-1.4	0.7	i	Cc1nnc(SCCCn2c(N3CCCCC3)nc3c2c(=O)[nH]c(=O)n3C)s1
1.1	-2.1	-0.6	3.4	-0.7	3.8	i	3.8	-0.8	i	O=C(NC1CCN(C(=O)NCc2ccccc2)CC1)c1cccc(F)c1
-3.6	-3.9	-5.4	1.4	-0.6	-4.7	i	-1.7	0.6	i	CCOc1ccc(NC(=O)c2c(OC)cccc2OC)cc1
1.8	3.4	/	-2.5	-1.2	2.8	i	5.9	1.1	i	COCCCN1C(=O)C(CC(=O)NCC2CCCCC2)CC(C(=O)N(C)C)=C1C (stereo not drawn)
2.6	1.3	-1.0	3.0	-0.2	-0.9	i	-1.1	5.4	i	CC(C)(C)NC(=O)CSc1nc(O)cc(=O)n1-c1ccccc1
1.3	1.6	-12.2	0.5	-1.3	-2.2	i	-4.2	3.4	i	Cc1ccccc1NC(=O)COC(=O)c1cc(S(=O)(=O)N2CCOCC2)ccc1C

Compound activity deposited in PubChem by several laboratories.
